From PubChem BioAssay
AmpC detergent = AmpC beta-lactamase inhibition with detergent present | P00811 | AmpC hydrolysis of nitrocefin, absorbance 480 nm, 0.01% Triton | Potency, µM (series often up to 114 µM), for the others: at the top dose activity change, negative = inhibition, hits mostly inhibitors | 370,000 compounds, 0.041% hits | AID 485294;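 also: potency is read from the fitted curve at half-maximal effect; 0% = no-compound wells and -100% = no-enzyme wells; nearly all actives have a fitted effect of over 25% in size; some results filed as inactive show a strong effect at the top dose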
Target sequence (P00811 whole entry, looked up): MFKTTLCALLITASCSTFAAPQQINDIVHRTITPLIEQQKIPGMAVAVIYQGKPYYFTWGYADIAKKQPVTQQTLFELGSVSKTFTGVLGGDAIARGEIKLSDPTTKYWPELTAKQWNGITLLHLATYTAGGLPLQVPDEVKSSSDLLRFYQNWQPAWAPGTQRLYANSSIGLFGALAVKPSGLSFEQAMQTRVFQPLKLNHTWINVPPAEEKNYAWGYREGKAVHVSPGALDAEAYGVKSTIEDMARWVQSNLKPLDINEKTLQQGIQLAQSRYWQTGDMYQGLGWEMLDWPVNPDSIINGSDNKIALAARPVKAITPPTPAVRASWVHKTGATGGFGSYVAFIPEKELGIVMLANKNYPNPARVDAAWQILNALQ
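AmpC (5.3 nM in the dispensed reagent) in 20 mM phosphate pH 7.0 with 0.01% (detergent screen) or 0.0001% Triton X-100 was preincubated with compounds for 15 min at room temperature. Nitrocefin was then added from an 800 uM solution, and hydrolysis was followed at 480 nm.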
AmpC no deterg = AmpC beta-lactamase inhibition without detergent. 330,000 compounds, 0.52% hits. Potency, µM (top dose mostly 57.1 µM), inactives show at the highest dose activity change, negative = inhibition, usual class: inhibitors. AID 485341. AmpC nitrocefin hydrolysis, absorbance 480 nm, 0.0001% Triton;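 also: potency is read from the fitted curve at half-maximal effect; plate controls were no compound for no effect and no enzyme for full effect; nearly all actives have a fitted effect of over 20% in size; some results filed as inactive show a strong effect at the top dose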
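20 mM phosphate pH 7.0 + 0.01% (detergent screen) or 0.0001% Triton X-100; 5.3 nM AmpC reagent; cpd preinc 15 min RT; nitrocefin (800 uM stock) to start; A480 q20 s × 4 min; Activity was normalised to no-enzyme and no-compound control wells.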
FBPA Giardia inh = inhibitors of Giardia lamblia fructose-1,6-bisphosphate aldolase | Potency, µM (series often up to 59.6 µM), for inactives: at the highest dose activity, negative = inhibition, actives largely listed as inhibitors | purified Giardia FBPA | A8B2U2 | 290,000 compounds, 0.71% hits | AID 2451; also: potency is read from the fitted curve at half-maximal effect; nearly all actives have a fitted effect of over 55% in size
Target sequence (A8B2U2 whole entry, looked up): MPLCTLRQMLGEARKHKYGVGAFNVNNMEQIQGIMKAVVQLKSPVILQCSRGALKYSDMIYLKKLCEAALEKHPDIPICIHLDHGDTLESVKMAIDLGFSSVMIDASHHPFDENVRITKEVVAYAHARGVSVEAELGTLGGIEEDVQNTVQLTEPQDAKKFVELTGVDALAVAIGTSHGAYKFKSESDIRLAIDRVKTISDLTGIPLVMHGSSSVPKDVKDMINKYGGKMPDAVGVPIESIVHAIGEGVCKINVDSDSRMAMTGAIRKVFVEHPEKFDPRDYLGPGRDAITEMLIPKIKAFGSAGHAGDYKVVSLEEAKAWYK
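Giardia FBPA (40 nM reagent) was preincubated 10 min at RT with compound (up to 57.5 uM final), then substrate plus GAPDH/TPI/NAD/arsenate coupling system with diaphorase/resazurin was added; resorufin fluorescence (525/598 nm) was read after 20 min.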
HCV inh = blocks hepatitis C virus; Huh7.5.1 HCVcc-Cre infection, luciferase reporter, 44 h; Potency, µM (titrated, usually from 41.8 µM), for the others: at the highest dose activity change, negative = inhibition, hits mostly inhibitors; 340,000 compounds, 3.4% hits; AID 651820; also: potency is read from the fitted curve at half-maximal effect
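1,000 cells/well; 4 h culture; + compound; + HCVcc-Cre (~0.5 moi); 44 h; luciferase substrate, RT 15 min; read 15 sec.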
Sm TGR inh = blocks Schistosoma mansoni thioredoxin glutathione reductase; Q962Y6; purified TGR, DTNB reduction, TNB absorbance 405 nm; Potency, µM (titrated, usually from 114 µM), without a hit: at the highest dose activity change, negative = inhibition, most hits filed as inhibitors; 360,000 compounds, 3% hits; AID 485364; also: potency is read from the fitted curve at half-maximal effect; nearly all actives have a fitted effect of over 60% in size
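TGR 20 nM + NADPH 100 uM (dispensed conc.), cpd preinc 15 min RT; start with NADPH (500 uM addition) then DTNB (15 mM addition). Kinetic TNB absorbance, 405 nm filter. Four-parameter Hill fit across titration.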
HCMV antiviral = inhibitors of human cytomegalovirus; activity change, negative = inhibition, % at 57.5 µM; 410,000 compounds, 4.5% hits; HFF cells, HCMV-luciferase reporter, 72 h; active compounds read low; in the data active = activity change below about -60%; inconclusive = no clear call, values can overlap the other calls; inactive = above about -39%
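Cell-based, HFFs, 1000 cells/well, 16 h 37C; cpds in DMSO + HCMV-luc, MOI 1 PFU/cell; 72 h 37C; OneGlo luminescence after 5 min RT; norm. to buffer vs Salinomycin 10uM.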
The depositor's hits bear a star; ? = inconclusive; / = not tested or not shown; [ ] = dose if it differs, or a comment. Unless noted, calls follow the shape of the dose curve; as a rule, active = well fitted curve in the direction sought with a large enough effect; inconclusive = small, poorly fitted or top-dose-only effect, or another doubt; inactive = no such curve, though single readings can be large; an effect the other way counts as inactive or inconclusive. Unless noted, % is scaled to controls: 0 for no effect and ±100 for the full control effect.

SMILES,HCV inh,Sm TGR inh,AmpC no deterg,AmpC detergent,FBPA Giardia inh,HCMV antiviral
COc1ccc(OC)c(NC(=O)CSC2=Nc3ccccc3C3=NC(CC(=O)NCc4ccc(F)cc4)C(=O)N23)c1 (configuration not stated),/,4%,/,0%,/,-67*
CCN1CCN(CC(=O)Nc2ccccc2)C(=O)C1=O,6%,0%,-12%,-9%,2%,49
Cc1nc2oc3ccc(Cl)cc3c(=O)c2cc1C(=O)O,10%,-2%,-17%,-9%,-1%,/
Fc1cccc(F)c1-n1c(CN2CCCC2)csc1=S,?,-1%,-12%,-11%,0%,-28
CN1CCN(CCc2nc3cc(NC(=O)COc4ccc(Cl)cc4)ccc3n2C)CC1,?,?,70%[activator],2%,/,?
OCCc1c[nH]c2ccc(OCc3ccccc3)cc12,?,7%,-14%,7%,7%,2
CC1CN(S(=O)(=O)c2cccc(C(=O)Nc3ccccc3N3CCCCC3)c2)CC(C)O1 (configuration not stated),?,-11%,100%[activator],0%,/,?
CCCCOc1ccc(CNC(=O)Cc2ccc(NC(=O)N3CCCCc4ccccc43)cc2)cc1,/,-1%,/,-3%,/,-10
COc1ccc(OC)c(S(=O)(=O)N(C)CC(=O)N2CCN(c3ccccc3)CC2)c1,-7%,6%,104%[activator],2%,-6%,-15
CCC(C)Nc1nc(-c2ccc3c(c2)NC(=O)CO3)cs1 (configuration not stated),?,-58%,-43%,-13%,?,3
COc1ccc(NC(=O)CN2C(=O)CC(C)S(=O)(=O)c3ccccc32)cc1 (configuration not stated),1%,-10%,9%,0%,-10%,-31
CCOC(=O)c1cc(CC)sc1NC(=O)c1ccc2c(c1)OCCO2,?,1%,-26%,?,0%,12
CCN(CC)C(=O)c1ccc(C)c(Br)c1,3%,3%,-3%,-3%,6%,-6
Cn1c(SCC(=O)Nc2cc(Cl)cc(Cl)c2)nnc1-c1ccc2nonc2c1,-29%,18µM*,-26%,0%,-12%,-23
CC(=O)c1c(-c2ccccc2)[nH]c2ccccc12,?,-18%,-20%,?,1%,?
Cc1c(NC(=O)c2ccc(CC(C)C)o2)c(=O)n(-c2ccccc2)n1C,7%,-16%,-10%,-2%,0%,8
CS(=O)(=O)N(CC(N)=O)c1ccc(F)c(Cl)c1,1%,1%,0.32µM*,2%,1%,3
O=C(Nc1ccccc1N1CCOCC1)c1cccc(F)c1,?,-4%,-2%,-2%,0%,9
COc1ccc(NCc2nnc(SCC(=O)N3CCCc4ccccc43)n2C)cc1,-11%,0%,9%,-10%,?,-11
O=c1[nH]n2c(=O)c3c([nH]c2c1N=Nc1ccccc1)CCC3,-6%,1%,3%,?,?,-17
Cc1n[nH]c(=O)nc1NCc1ccccc1,22%,-32%,-19%,?,4%,11
CCC(Cn1nnc2ccccc2c1=O)NC(=O)Nc1cc(Cl)ccc1OC (configuration not stated),/,1%,/,23%,/,14
COc1cccc(Cc2nc3ccccc3nc2SCC(=O)N2CCCc3ccccc32)c1,/,-8%,/,18%,/,18
CCCCCOc1ccc(C(=O)CCC(=O)NC(C)c2ccc(S(N)(=O)=O)cc2)cc1 (configuration not stated),?,/,3%,/,/,-8

Exported with values under each structure: 13 of the compounds above.
Values in the order – HCV inh | Sm TGR inh | AmpC no deterg | AmpC detergent | FBPA Giardia inh | HCMV antiviral
CCN1CCN(CC(=O)Nc2ccccc2)C(=O)C1=O
  6% | 0% | -12% | -9% | 2% | 49
Cc1nc2oc3ccc(Cl)cc3c(=O)c2cc1C(=O)O
  10% | -2% | -17% | -9% | -1% | /
Fc1cccc(F)c1-n1c(CN2CCCC2)csc1=S
  ? | -1% | -12% | -11% | 0% | -28
CN1CCN(CCc2nc3cc(NC(=O)COc4ccc(Cl)cc4)ccc3n2C)CC1
  ? | ? | 70%[activator] | 2% | / | ?
OCCc1c[nH]c2ccc(OCc3ccccc3)cc12
  ? | 7% | -14% | 7% | 7% | 2
CC1CN(S(=O)(=O)c2cccc(C(=O)Nc3ccccc3N3CCCCC3)c2)CC(C)O1 (configuration not stated)
  ? | -11% | 100%[activator] | 0% | / | ?
CCCCOc1ccc(CNC(=O)Cc2ccc(NC(=O)N3CCCCc4ccccc43)cc2)cc1
  / | -1% | / | -3% | / | -10
COc1ccc(OC)c(S(=O)(=O)N(C)CC(=O)N2CCN(c3ccccc3)CC2)c1
  -7% | 6% | 104%[activator] | 2% | -6% | -15
CCC(C)Nc1nc(-c2ccc3c(c2)NC(=O)CO3)cs1 (configuration not stated)
  ? | -58% | -43% | -13% | ? | 3
COc1ccc(NC(=O)CN2C(=O)CC(C)S(=O)(=O)c3ccccc32)cc1 (configuration not stated)
  1% | -10% | 9% | 0% | -10% | -31
CCOC(=O)c1cc(CC)sc1NC(=O)c1ccc2c(c1)OCCO2
  ? | 1% | -26% | ? | 0% | 12
CCN(CC)C(=O)c1ccc(C)c(Br)c1
  3% | 3% | -3% | -3% | 6% | -6
Cn1c(SCC(=O)Nc2cc(Cl)cc(Cl)c2)nnc1-c1ccc2nonc2c1
  -29% | 18µM* | -26% | 0% | -12% | -23

Later entries:
SMILES,HCV inh,Sm TGR inh,AmpC no deterg,AmpC detergent,FBPA Giardia inh,HCMV antiviral
CCOC(=O)C1CCCN(c2cc(NCCCO)c([N+](=O)[O-])c3nonc23)C1 (configuration not stated),-1%,0%,25%,-7%,-10%,-31
Oc1cc2c(cc1O)[C@@H](c1ccccc1)CNCC2,2%[8.37 µM],-24%,-28%,-17%,?,8
c1ccc(-c2ccnc3nc(-n4cccc4)nn23)cc1,-30%,3%,-15%,-16%,-1%,36
CCCn1c(-c2ccc(F)cc2)cnc1SCC(=O)O,?,-9%,-22%,-9%,8%,1
O=C(c1ccc(S(=O)(=O)N2CCCC2)cc1)N1CCN(c2cccc(Cl)c2)CC1,/,-2%,-2%,3%,5%,-28
Cc1nc(N2CCC(C)CC2)c(C#N)c(C)c1[N+](=O)[O-],8%,0%[57.1 µM],-52%,-7%,11%,-15
CCOC(=O)C1CCN(c2c(NCc3ccc(C(=O)N(C)Cc4ccccc4)cc3)c(=O)c2=O)CC1,0%,4%,69%[activator],5%,-3%,-17
CC(=O)OC1COC(n2ccc3ccccc32)C(OC(C)=O)C1OC(C)=O (configuration not stated),13%,8%,21%,-12%,6%,54
Cc1ccccc1CNC(=O)C1CCCCN1S(=O)(=O)c1ccc(F)cc1 (configuration not stated),/,7%,/,1%,/,5
O=C(Nc1ccc(F)cc1F)c1ccc(-c2ccccc2)s1,/,-1%,/,18%,/,54
c1ccc(COc2cncc(-c3cccnc3)c2)cc1,?,-8%,7%,3%,/,-13
CC(C)c1ccc(OCC(=O)Nc2ccc3oc(=O)ccc3c2)cc1,?,-8%,-23%,-12%,-3%,-33
COc1ccc(C2=NN(C(=O)c3ccc(Cl)c([N+](=O)[O-])c3)C(c3ccccc3)C2)cc1 (configuration not stated),?,0%,?,-12%,-6%,-12
COc1ccc(NC(=O)CN(C)C(=O)c2c(C)nn(Cc3ccccc3)c2C)cc1,19%,-33%,-7%,3%,/,8
C[C@H](NC(=O)c1nc[nH]c1C(=O)N[C@@H](C)C(=O)OCc1ccccc1)C(=O)OCc1ccccc1,22%,21%,24%,-3%,-30%,85
COCCn1c(-c2ccc(Cl)cc2Cl)nc2c(c(=O)c3ccccc3n2C)c1=O,6%,5%,-17%,-1%,5%,19
COC(=O)c1cccn(CC(=O)c2ccc(Cl)cc2Cl)c1=O,32%,-3%,-21%,-2%,3%,32
CCCSc1ncc(Cl)c(C(=O)Nc2c(C(=O)Nc3ccc(OC)cc3)oc3ccccc23)n1,/,9%,/,18%,/,-17
O=C(NCC1CCCO1)c1cc([N+](=O)[O-])ccc1N1CCC(Cc2ccccc2)CC1 (configuration not stated),-26%,4%,2%,?,/,0
Cc1ccccc1N1C(=O)C(Cc2ccc(F)cc2)S/C1=C(\C#N)C(N)=O (configuration not stated),-4%,-3%,-3%,-1%,3%,?
COc1ccc(Cn2nnnc2C(c2ccc(N(C)C)cc2)N2CCC(C(N)=O)CC2)cc1 (configuration not stated),1%,/,111%[activator],-2%,-1%,?
CC(C)Cc1nn2c(=O)cc(COC(=O)c3ccc(NC(=O)C4CCCCC4)cc3)nc2s1,/,-2%,/,-4%,/,1
CCC1(c2ccccc2)ON(c2c(Br)cccc2Br)C1=O (configuration not stated),?,0%,-18%,5%,/,?
CC(=O)NC1CC(C)(C)N(OC(C)=O)C(C)(C)C1,14%,1%,1%,7%,0%,1
O=C(CCSCc1cnn(-c2ccccc2)c1-n1cccc1)NCc1ccccc1F,/,-11%,/,15%,/,-32
Cc1cccc(N(C)C(=O)CN(C)S(=O)(=O)c2ccc3c(c2)c(=O)n(C)c(=O)n3C)c1,14%,7%,16%,3%,/,-15
OC(COc1ccccc1)CN1CCN(C(c2ccccc2)c2ccccc2)CC1 (configuration not stated),7.9µM*,26%,55%,0%,9%,10
Cn1c(O)c(C=NCCN2CCN(C(=O)c3ccccc3)CC2)c(=O)n(C)c1=O,6%,?,-8%,?,-7%,-25
CC1(C)C[C@@H]2C[C@@](C)(CN2C(=O)c2ccccc2)C1,-2%,1%,116%,-11%,5%,-24
Nc1n[nH]c(=S)n1-c1ccc(Cl)cc1,5%,0%,-26%,1%,-16%,-27
COc1ccc(NS(=O)(=O)c2ccc(NC(C)=O)cc2)cc1OC,?,2%,-5%,0%,-9%,-80*
CC(C(=O)NC1CCCCC1)N1C(=O)c2cccc3cccc1c23 (configuration not stated),-27%,0%,3%,-2%,/,-37
O=C(Cc1cccs1)Nc1nnc(CCc2ccccc2)s1,-5%,2%,-23%,2%,6%,62
N#CCC1c2ccccc2CCN1C(=O)Nc1ccc(Cl)cc1 (configuration not stated),?,-1%,?,1%,-7%,-29
Cc1sc2ncnc(NCC(C)(C)N3CCOCC3)c2c1C,5.6µM*,3%,25%,1%,5%,-40
CCOc1ccc(S(=O)(=O)NC(C)C(=O)NCc2ccccn2)cc1 (configuration not stated),13%,2%,-5%,1%,7%,36
CC(C)C(NS(=O)(=O)c1c(Cl)cccc1Cl)C(=O)OCC(=O)c1c[nH]c2ccccc12 (configuration not stated),?,4%,-29%,-7%,-3%,22
COC(=O)C1CCN(C(=O)c2ccc(SC)cc2OC)CC1,16%,3%,-7%,-15%,8%,-2
COc1ccc(C(=O)N(c2ccccc2)C2C=CS(=O)(=O)C2)cc1 (configuration not stated),17%,-1%,?,-2%,5%,-9
